Bioassay records (PubChem)
EZH2 inh – inhibitors of human EZH2/PRC2 methyltransferase; inhibition, % at 12.5 µM; AID 651548; 57,000 compounds, 0.35% hits; PRC2 H3K27 methylation, DELFIA TRF, 1 h;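 active = mean inhibition of replicates at least 50% and every single replicate also reaching 50%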;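 note: dimethyl H3K27 on biotinylated H3 21-44 peptide detected by antibody; plate controls were median neutral control wells for no effect and median positive control wells for full effect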
IDH1 mut inh – inhibitors of human IDH1 R132H; 70,000 compounds, 0.18% hits; IDH1 R132H reductase, diaphorase/resazurin fluorescence, 60 min; inhibition, % at 10 µM; O75874; in the data active = inhibition above about 34%;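 note: 0% = DMSO and 100% = no enzyme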
Target sequence (O75874 whole entry R132H): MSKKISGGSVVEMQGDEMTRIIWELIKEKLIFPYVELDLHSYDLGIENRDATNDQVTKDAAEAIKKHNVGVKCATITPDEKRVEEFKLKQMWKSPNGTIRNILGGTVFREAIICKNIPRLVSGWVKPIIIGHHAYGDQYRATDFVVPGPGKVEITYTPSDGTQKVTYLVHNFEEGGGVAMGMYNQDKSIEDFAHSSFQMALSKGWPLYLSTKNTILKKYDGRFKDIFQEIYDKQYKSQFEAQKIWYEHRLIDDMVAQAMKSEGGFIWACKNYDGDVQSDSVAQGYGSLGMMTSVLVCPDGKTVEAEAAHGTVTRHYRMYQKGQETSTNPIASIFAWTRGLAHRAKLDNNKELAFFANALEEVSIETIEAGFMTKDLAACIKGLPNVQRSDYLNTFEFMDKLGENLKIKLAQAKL
* = called active by the depositor; nt = not tested or not shown. Only part of the results is shown. The share of hits here may be higher or lower than overall.

SMILES	EZH2 inh	IDH1 mut inh
Cc1noc(C)c1NC(=O)Nc1ccc2c(c1)C(=O)N([C@H](C)CO)C[C@@H](C)[C@@H](CN(C)C(=O)C1CCCCC1)OCCCC[C@H](C)O2	nt	0.5
C[C@@H]1CN([C@@H](C)CO)C(=O)CCCn2cc(nn2)CO[C@@H]1CN(C)Cc1ccncc1	1	-0.6
C=CCOC(=O)C1=C[C@@H](c2ccc3c(c2)OCO3)C[C@@H](OCCCCO)O1	4	nt
O=C(O)COc1ccccc1-c1nc(-c2ccccc2)c(-c2ccccc2)[nH]1	20	0.6
COc1ccc(NC(=O)N(C)C[C@@H]2OCCCC[C@@H](C)Oc3ccc(NS(=O)(=O)c4c(C)noc4C)cc3C(=O)N([C@H](C)CO)C[C@@H]2C)cc1	nt	0.7
O=C(Nc1ccc(S(=O)(=O)Nc2ncccn2)cc1)c1ccc2c(c1)OCCO2	-16	0.3
C/C=C/c1cnc2c(c1)C(=O)N([C@@H](C)CO)C[C@H](C)[C@H](CN(C)C(=O)C1CCCCC1)O2	-5	-2.6
CO[C@H]1CN(C)C(=O)c2ccc(NC(C)=O)cc2OC[C@H](C)N(C(=O)Cc2cccnc2)C[C@H]1C	12	-0.1
CN1CCN(CC(=O)Nc2sc3c(c2C#N)CCC(C(C)(C)C)C3)CC1 (stereo not given)	-9	-0.2
Cc1ccc(S(=O)(=O)N(C)C[C@H]2Oc3cc(C#CC4CCCC4)ccc3S(=O)(=O)N([C@@H](C)CO)C[C@H]2C)cc1	-4	0.0
O=C(C[C@H]1C[C@H]2c3cc(NC(=O)c4ccc5c(c4)OCO5)ccc3O[C@H]2[C@@H](CO)O1)NCCN1CCCCC1	4	0.5
C=C1CC[C@@H]2[C@](C)(CO[C@@H]3O[C@H](CO)[C@@H](O)[C@H](O)[C@H]3O)CCC[C@@]2(C)[C@@H]1CCC1=CCOC1=O	nt	0.2
Cc1noc(C)c1S(=O)(=O)N(C)C[C@@H]1Oc2ccc(NC(=O)C3CCCCC3)cc2CC(=O)N([C@@H](C)CO)C[C@@H]1C	nt	-0.2
NCCCCNS(=O)(=O)c1ccc2ccccc2c1	-2	-1.0
COc1cc2c(cc1NC(=O)CSc1nnc(-c3cnccn3)n1-c1ccccc1)oc1ccccc12	-39	0.8
CCCNC(=O)C[C@@H]1C[C@@H]2c3cc(NC(=O)CC4CC4)ccc3O[C@@H]2[C@@H](CO)O1	10	-0.1
Cc1noc(C)c1S(=O)(=O)Nc1cccc2c1O[C@@H](CN(C)C(=O)Nc1ccc(C(F)(F)F)cc1)[C@@H](C)CN([C@H](C)CO)C2=O	nt	-0.4
CO[C@@H]1CN(C)C(=O)c2ccc(NC(=O)Nc3ccccc3F)cc2OC[C@H](C)N(C(C)=O)C[C@@H]1C	-3	0.3
C[C@H]1CN([C@@H](C)CO)C(=O)c2cc(NC(=O)CCN3CCOCC3)ccc2O[C@H]1CN(C)CC1CC1	nt	0.4
COCc1cn(CC[C@@H]2CC[C@H](NC(=O)c3ccc(F)cc3)[C@@H](CO)O2)nn1	4	0.5

12 consecutive entries out of the list so far, quoted:
SMILES	EZH2 inh	IDH1 mut inh
CN1CCN(CC(=O)Nc2sc3c(c2C#N)CCC(C(C)(C)C)C3)CC1 (stereo not given)	-9	-0.2
Cc1ccc(S(=O)(=O)N(C)C[C@H]2Oc3cc(C#CC4CCCC4)ccc3S(=O)(=O)N([C@@H](C)CO)C[C@H]2C)cc1	-4	0.0
O=C(C[C@H]1C[C@H]2c3cc(NC(=O)c4ccc5c(c4)OCO5)ccc3O[C@H]2[C@@H](CO)O1)NCCN1CCCCC1	4	0.5
C=C1CC[C@@H]2[C@](C)(CO[C@@H]3O[C@H](CO)[C@@H](O)[C@H](O)[C@H]3O)CCC[C@@]2(C)[C@@H]1CCC1=CCOC1=O	nt	0.2
Cc1noc(C)c1S(=O)(=O)N(C)C[C@@H]1Oc2ccc(NC(=O)C3CCCCC3)cc2CC(=O)N([C@@H](C)CO)C[C@@H]1C	nt	-0.2
NCCCCNS(=O)(=O)c1ccc2ccccc2c1	-2	-1.0
COc1cc2c(cc1NC(=O)CSc1nnc(-c3cnccn3)n1-c1ccccc1)oc1ccccc12	-39	0.8
CCCNC(=O)C[C@@H]1C[C@@H]2c3cc(NC(=O)CC4CC4)ccc3O[C@@H]2[C@@H](CO)O1	10	-0.1
Cc1noc(C)c1S(=O)(=O)Nc1cccc2c1O[C@@H](CN(C)C(=O)Nc1ccc(C(F)(F)F)cc1)[C@@H](C)CN([C@H](C)CO)C2=O	nt	-0.4
CO[C@@H]1CN(C)C(=O)c2ccc(NC(=O)Nc3ccccc3F)cc2OC[C@H](C)N(C(C)=O)C[C@@H]1C	-3	0.3
C[C@H]1CN([C@@H](C)CO)C(=O)c2cc(NC(=O)CCN3CCOCC3)ccc2O[C@H]1CN(C)CC1CC1	nt	0.4
COCc1cn(CC[C@@H]2CC[C@H](NC(=O)c3ccc(F)cc3)[C@@H](CO)O2)nn1	4	0.5

(further entries)
SMILES	EZH2 inh	IDH1 mut inh
O=C(CSc1ccccn1)Nc1c(C(=O)c2ccc(F)cc2)oc2ccccc12	31	0.3
CN1C(=O)N[C@@H]2c3ccccc3O[C@@]1(C)[C@@H]2CO	-3	nt
O=C(CCN1C(=O)c2ccccc2C1=O)NC(=S)Nc1ccccc1	-4	-0.7
COC1=CC(=O)O[C@@H](CCc2ccccc2)[C@H]1O	-26	0.3
Cc1cc(C)nc(/N=C2\NC(=O)CC(C(=O)O)N2c2ccc(Oc3ccccc3)cc2)n1 (stereo not given)	nt	0.5
O=C(Nc1ccc2c(c1)[C@H]1C[C@@H](CC(=O)N3CCc4ccccc4C3)O[C@H](CO)[C@H]1O2)Nc1ccccc1F	-22	-0.2
CCC(=O)N(C)C[C@@H]1Oc2cc(-c3ccccc3F)ccc2S(=O)(=O)N([C@@H](C)CO)C[C@H]1C	-12	-0.6
COc1ccc(NC(=O)N(C)C[C@H]2Oc3c(NC(=O)C4CC4)cccc3C(=O)N([C@@H](C)CO)C[C@H]2C)cc1	nt	-0.4
C[C@H](CO)N1C[C@H](C)[C@@H](CN(C)C(=O)Nc2ccc(C(F)(F)F)cc2)Oc2c(NS(=O)(=O)c3cccs3)cccc2C1=O	nt	-0.8
C[C@H](CO)N1C[C@H](C)[C@@H](CN(C)C(=O)Nc2ccccc2)Oc2ncc(Br)cc2C1=O	4	-0.5
C[C@H]1CN([C@@H](C)CO)C(=O)c2cc(/C=C/c3ccccc3)cnc2O[C@H]1CN(C)Cc1cncnc1	nt	-0.1
Cc1ccc(S(=O)(=O)N[C@H]2CC[C@H](CCn3cc(C4CCCCC4)nn3)O[C@@H]2CO)cc1	-7	0.0
O=C(C[C@H]1CC[C@H](NC(=O)C2CCC2)[C@H](CO)O1)NC1CCC1	1	-0.8
CO[C@H]1CN(C)C(=O)c2cc(NC(C)=O)ccc2OC[C@@H](C)N(Cc2cccc(F)c2)C[C@@H]1C	8	-0.1
O=C(OC1OC(CO)C(O)C(O)C1O)c1c(O)cc(O)cc1/C=C/c1ccccc1 (stereo not given)	nt	0.0
C[C@@H]1CN([C@@H](C)CO)C(=O)c2cc(NC(=O)Nc3cccc4ccccc34)ccc2O[C@H]1CN(C)Cc1ccc(C(=O)O)cc1	-3	nt
CO[C@@H]1CN(C)C(=O)c2cc(NC(=O)C3CC3)ccc2OC[C@H](C)N(CCc2ccccc2)C[C@H]1C	-6	nt
COc1ccc(CN(C)C[C@@H]2Oc3ccc(NS(=O)(=O)c4ccccc4)cc3CC(=O)N([C@H](C)CO)C[C@@H]2C)cc1	nt	-0.1
CN(C)c1nc(N)nc(CSc2n[nH]c(-c3ccccc3)n2)n1	nt	-0.1
CO[C@H]1CN(C)C(=O)c2cc(NC(=O)Nc3ccc(Cl)cc3)ccc2OC[C@H](C)N(C)C[C@H]1C	-8	0.4
COC(=O)c1cccc(NC(=O)COc2ccc(OC)cc2)c1C	-5	-0.4
O=C(N[C@H]1CC[C@H](CCNC(=O)C2CCCCC2)O[C@H]1CO)c1ccccn1	8	-0.2
CCCN1C[C@@H](C)[C@@H](OC)CN(C)C(=O)c2ccc(NS(=O)(=O)c3ccccc3)cc2OC[C@H]1C	0	0.3
C[C@H](CO)N1C[C@H](C)[C@H](CN(C)S(=O)(=O)c2ccccc2)Oc2ncc(C#Cc3ccc(F)cc3)cc2C1=O	nt	-1.2
C[C@H]1CN([C@@H](C)CO)C(=O)c2cc(NS(=O)(=O)c3ccc(Cl)cc3)ccc2O[C@@H]1CN(C)C(=O)Nc1ccccc1	2	-0.1
CNC(=O)c1c(I)c(C(=O)NCC(=O)Nc2c(I)c(C(=O)O)c(I)c(C(=O)NCCO)c2I)c(I)c(N(C)C(C)=O)c1I	-9	-0.5
Cc1noc(C)c1S(=O)(=O)Nc1ccc2c(c1)C(=O)N([C@H](C)CO)C[C@@H](C)[C@@H](CN(C)C)OCCCC[C@@H](C)O2	nt	2.1
COCCNC(=O)C[C@@H]1C[C@H]2c3cc(NC(=O)Nc4ccc(C(F)(F)F)cc4)ccc3O[C@H]2[C@@H](CO)O1	-9	0.0
COCCNC(=O)C[C@H]1C[C@@H]2c3cc(NC(=O)NC4CCCCC4)ccc3O[C@@H]2[C@@H](CO)O1	-2	-1.8
COc1ccc(CN(C)C[C@H]2OCCCC[C@@H](C)Oc3ccc(NS(=O)(=O)c4ccc(F)cc4)cc3C(=O)N([C@H](C)CO)C[C@@H]2C)cc1	nt	1.8
C[C@@H]1CN([C@@H](C)CO)C(=O)c2cc(C3=CCCC3)cnc2O[C@@H]1CN(C)C(=O)Cc1ccncc1	nt	0.1
CCCN(C)C[C@H]1Oc2ncc(C#CCC(C)C)cc2C(=O)N([C@@H](C)CO)C[C@@H]1C	-50	-0.5
Cc1ccccc1S(=O)(=O)N[C@@H]1CC[C@@H](CCNS(=O)(=O)c2cccc(F)c2)O[C@@H]1CO	-2	-0.2
COc1ccc(NC(=O)N(C)C[C@@H]2Oc3c(NC(=O)Nc4ccccc4)cccc3C(=O)N([C@@H](C)CO)C[C@@H]2C)cc1	-2	1.2
COc1ccc(NC(=O)Nc2cccc3c2O[C@H](CN(C)CC2CC2)[C@@H](C)CN([C@@H](C)CO)C3=O)cc1	-11	-1.6
C[C@H](CO)N1C[C@H](C)[C@H](CN(C)Cc2ccncc2)Oc2ccc(N(C)C)cc2CC1=O	-2	-5.7
C[C@@H]1CN([C@H](C)CO)C(=O)c2cccc(NS(C)(=O)=O)c2O[C@H]1CN(C)C(=O)Nc1ccc(C(F)(F)F)cc1	nt	0.7
CC(C)NC(=O)N(C)C[C@H]1Oc2cc(C#Cc3cccc(F)c3)ccc2S(=O)(=O)N([C@@H](C)CO)C[C@H]1C	-16	-0.5
COc1ccc(S(=O)(=O)N(C)C[C@@H]2OCCCC[C@@H](C)Oc3ccc(NC(=O)Cc4ccccc4)cc3C(=O)N([C@@H](C)CO)C[C@@H]2C)cc1	nt	2.0
CC(C)(C)[C@@H]1C=C(C(=O)O)O[C@H](OCc2ccc(CO)cc2)C1	11	nt
COc1ccc(S(=O)(=O)Nc2ccc3c(c2)CC(=O)N([C@H](C)CO)C[C@@H](C)[C@@H](CN(C)S(=O)(=O)c2ccc(F)cc2)O3)cc1	nt	-0.5
C[C@H]1CN([C@@H](C)CO)C(=O)c2cccc(NC(=O)c3nc4ccccc4s3)c2O[C@H]1CN(C)C(=O)Nc1ccc(C(F)(F)F)cc1	nt	0.8
C[C@H](CO)N1C[C@H](C)[C@@H](CN(C)S(C)(=O)=O)Oc2c(NC(=O)Nc3ccccc3)cccc2C1=O	-1	nt
Cc1occc1-c1nnc2sc(-c3ccc(-c4ccccc4[N+](=O)[O-])o3)nn12	15	0.4
O=C(C[C@@H]1CC[C@@H](NC(=O)Nc2cccc(F)c2)[C@@H](CO)O1)NCC1CC1	1	0.5
C[C@@H]1CN([C@@H](C)CO)C(=O)c2cc(-c3cccc(F)c3)cnc2O[C@H]1CN(C)C(=O)c1ccccn1	-2	-10
C[C@H](CO)N1C[C@H](C)[C@H](CN(C)S(=O)(=O)c2ccc(C#N)cc2)Oc2ncc(-c3ccccc3)cc2C1=O	nt	-1.7
C/C=C/c1cnc2c(c1)C(=O)N([C@H](C)CO)C[C@@H](C)[C@H](CN(C)CC1CCOCC1)O2	nt	0.2
CCc1cc2c(NC(Cc3c[nH]c4ccccc34)C(=O)O)nc(C)nc2s1 (stereo not given)	-15	-0.3
C[C@@H]1CN([C@H](C)CO)C(=O)c2cccc(NS(=O)(=O)c3cccs3)c2O[C@@H]1CN(C)C(=O)Nc1ccc(F)cc1	nt	-3.5

Continued:
SMILES	EZH2 inh	IDH1 mut inh
COc1ccc(S(=O)(=O)N(C)C[C@H]2Oc3cc(C#CC4CCCCC4)ccc3S(=O)(=O)N([C@H](C)CO)C[C@H]2C)cc1	-18	-2.3
C[C@H]1CN([C@@H](C)CO)C(=O)c2cc(NC(=O)CCCCCC(=O)Nc3ccccc3N)ccc2O[C@@H]1CN(C)CC1CCCCC1	-5	-0.1
CO[C@@H]1CN(C)C(=O)c2ccc(NC(=O)C3CC3)cc2OC[C@H](C)N(CC2CCCC2)C[C@H]1C	-5	-0.3
Cc1ccc(S(=O)(=O)NCC[C@@H]2CC[C@@H](NC(=O)c3cnccn3)[C@H](CO)O2)cc1	4	-0.4
Cc1noc(C)c1S(=O)(=O)Nc1ccc2c(c1)C(=O)N([C@@H](C)CO)C[C@@H](C)[C@@H](CN(C)Cc1ccc(C(=O)O)cc1)OCCCC[C@@H](C)O2	nt	1.8
COc1ccc(CN(C)C[C@H]2Oc3c(NS(=O)(=O)c4ccc(F)cc4)cccc3C(=O)N([C@H](C)CO)C[C@H]2C)cc1	0	nt
NCC[C@@H]1CC[C@H](NS(=O)(=O)Cc2ccccc2)[C@@H](CO)O1	8	0.0
COc1ccccc1S(=O)(=O)N[C@@H]1CC[C@@H](CC(=O)NCc2cccc(F)c2)O[C@H]1CO	12	0.3
O=C(C[C@@H]1C[C@H]2c3cc(NC(=O)NC4CCCC4)ccc3O[C@H]2[C@H](CO)O1)NCc1cccc(F)c1	-7	-0.9
O=C(COc1ccc(S(=O)(=O)N2CCOCC2)cc1)Nc1ccc2c(c1)OCCO2	-3	0.0
